# High-throughput results from PubChem.
# pPAFAH FP inh – pPAFAH (human) enzyme inhibition; actives 1.5% (n = 330,000); Q13093; recombinant pPAFAH, FP-rhodamine probe fluorescence polarization; inhibition, % at 3.39 µM;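 active means inhibition above the mean inhibition across the screen plus 3 SD, cut at about 25% in these data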;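 further: inhibitors block binding of the rhodamine activity-based probe so polarization drops; 0% = enzyme with DMSO and 100% = wells lacking pPAFAH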
# Target sequence (Q13093 whole entry, looked up): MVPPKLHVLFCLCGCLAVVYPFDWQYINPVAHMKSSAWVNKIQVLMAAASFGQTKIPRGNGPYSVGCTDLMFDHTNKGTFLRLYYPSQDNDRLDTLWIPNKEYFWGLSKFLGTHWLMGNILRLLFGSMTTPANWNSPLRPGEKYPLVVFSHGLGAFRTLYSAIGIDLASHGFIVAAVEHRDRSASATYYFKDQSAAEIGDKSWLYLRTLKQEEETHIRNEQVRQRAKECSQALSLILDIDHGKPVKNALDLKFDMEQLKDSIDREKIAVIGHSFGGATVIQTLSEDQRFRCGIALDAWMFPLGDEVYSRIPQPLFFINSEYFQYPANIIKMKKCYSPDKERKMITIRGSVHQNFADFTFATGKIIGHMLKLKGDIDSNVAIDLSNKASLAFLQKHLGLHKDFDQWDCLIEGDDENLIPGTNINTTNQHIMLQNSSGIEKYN
# BCLXL inh – inhibitors of human Bcl-xL | AID 2129 | actives 0.7% (n = 320,000) | GST-Bcl-xL / FITC-Bim BH3 peptide fluorescence polarization | inhibition, % at 10.9 µM;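 active means inhibition above the mean of all tested compounds plus 3 SD, cutoff set per campaign, cut at about 30% in these data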;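 further: 0% = DMSO wells and 100% = unlabeled Bim-BH3 peptide competitor; inhibitors lower millipolarization by displacing the labeled peptide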
# GLD-1 RNA inh – GLD-1-TGE RNA interaction inhibition (C. elegans). purified GLD-1 + fluorescein TGE RNA, fluorescence polarization. actives 0.44% (n = 320,000). Q17339. inhibition, % at 5.96 µM;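 active means percent inhibition above a per-plate cutoff, the plate mean of test compounds plus 3 SD, cut at about 30% in these data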;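 further: 0% = DMSO wells with GLD-1 and probe and 100% = wells lacking GLD-1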
# PAFAH1B2 inh – PAFAH1B2 (human) inhibition | P68402 | recombinant PAFAH1B2, FP-rhodamine activity probe, fluorescence polarization | inhibition, % at 3.39 µM | actives 1.2% (n = 340,000) | AID 492953;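 active means inhibition above the mean of all tested compounds plus 3 SD, cut at about 24% in these data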;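 further: 0% = enzyme with DMSO and 100% = wells lacking PAFAH1B2; many of its hits are not listed in these tables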
# MCL1 BIM primary – disrupts human MCL1 binding to BIM-BH3 peptide. AID 2057. GST-MCL1 / FITC-Bim-BH3 fluorescence polarization. inhibition, % at 10.9 µM. actives 0.68% (n = 320,000);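 active means inhibition above the mean inhibition of all tested compounds plus 3 SD, set per campaign, cut at about 40% in these data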;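 further: 0% = DMSO wells and 100% = unlabeled Bim-BH3 peptide control; higher means more loss of mP so more displacement of Bim peptide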
# Fam108B inh – Fam108B inhibition, counter-screen for RBBP9 inhibitors; recombinant Fam108B, FP-Rh probe fluorescence polarization; inhibition, % at 9.51 µM; actives 0.33% (n = 300,000);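 active means inhibition above the screen mean inhibition plus 3 SD, computed separately per campaign, cut at about 18% in these data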;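 further: inhibitors lower polarization as less probe binds the enzyme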
# MEX-5 binding – C. elegans MEX-5 TCR-2 RNA binding activity; AID 1832; activity score (negative = inhibition of binding), % at 10 µM; Q9XUB2; MEX-5/FITC-TCR2 RNA binding, fluorescence polarization; hits give low values; actives 0.38% (n = 300,000);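 active means inhibition past about -25% in most replicates, and total fluorescence under double the plate's negative control median, limit read from the data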;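 further: 0% = DMSO and -100% = 5 µM competing unlabeled TCR2 RNA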
# Target sequence (Q9XUB2 whole entry, looked up): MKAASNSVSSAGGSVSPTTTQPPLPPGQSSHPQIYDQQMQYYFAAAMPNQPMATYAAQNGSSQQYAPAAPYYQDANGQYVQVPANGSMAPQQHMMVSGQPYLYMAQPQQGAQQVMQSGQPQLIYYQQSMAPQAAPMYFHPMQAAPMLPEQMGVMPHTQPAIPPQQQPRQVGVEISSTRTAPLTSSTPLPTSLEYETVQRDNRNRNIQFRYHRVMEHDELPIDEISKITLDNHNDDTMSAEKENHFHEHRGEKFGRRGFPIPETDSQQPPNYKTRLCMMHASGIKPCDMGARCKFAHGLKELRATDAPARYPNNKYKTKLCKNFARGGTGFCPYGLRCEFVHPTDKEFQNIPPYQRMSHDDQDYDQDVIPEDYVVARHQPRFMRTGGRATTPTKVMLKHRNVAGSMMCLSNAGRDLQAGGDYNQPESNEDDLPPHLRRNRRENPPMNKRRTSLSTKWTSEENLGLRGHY
# AHR activator – activates the human aryl hydrocarbon receptor; P35869; AHR-responsive luciferase reporter cells, luminescence; activation, % at 5 µM; actives 2.5% (n = 320,000); AID 2796; in the data active means activation above about 47%;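 further: 0% = vehicle wells and 100% = reference agonist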
# PME-1 primary – PME-1 (human) inhibition; Q9Y570; recombinant PME-1, FP-Rh probe fluorescence polarization; inhibition, % at 5.9 µM; actives 0.53% (n = 320,000);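 active means inhibition above the campaign mean of all compounds plus 3 SD, cut at about 26% in these data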;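 further: competitive labeling of PME-1 active site by serine hydrolase directed probe; 0% = PME-1 with DMSO and 100% = wells lacking PME-1 enzyme; inhibitors block probe labeling so polarization falls and inhibition rises; many of its hits are not listed in these tables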
# Numbers without * were called inactive; x = not tested or not shown. An excerpt; rates above refer to the full screens.
no.	SMILES	pPAFAH FP inh	BCLXL inh	GLD-1 RNA inh	PAFAH1B2 inh	MCL1 BIM primary
1	COC(=O)CCCC1=CC2=CC(=O)C(C)(OC(=O)c3cccs3)C(=O)C2=CN1CC(C)C (stereo not given)	5	9	6	9	15
2	O=C1CC(N2CCSCC2)C(=O)N1c1ccc(Br)cc1 (stereo not given)	9	6	7	0	-1
3	Cc1ccc(S(=O)(=O)N2CCN(S(=O)(=O)N(C)C)CC2)cc1	-1	1	-9	2	6
4	N#Cc1nc(-c2ccco2)oc1NCc1ccco1	0	-1	-8	6	6
5	CC(=O)c1ccc(S(=O)(=O)N2CCCC(N(C)CCc3ccccn3)C2)cc1 (stereo not given)	0	7	0	6	9
6	COc1ccc(C)cc1-n1[nH]nnc1=S	-1	-46	-3	9	-32
7	CCC1(C)Cc2c(sc3nnn(CC(=O)Nc4ccccc4C)c(=O)c23)CO1 (stereo not given)	0	-6	-2	1	-11
8	Cc1cc(N2CCCCCC2)nc2ccc(F)cc12	6	3	-2	6	-4

no.	Fam108B inh	MEX-5 binding	AHR activator	PME-1 primary
1	2	0.0	-1	5
2	-1	-0.1	-1	3
3	1	-1.4	0	3
4	-2	0.5	-3	-1
5	1	-0.5	-1	-2
6	3	-1.2	3	-4
7	-4	-0.1	-1	3
8	6	-0.7	58*	-3

# Remaining list, next part.
no.	SMILES	pPAFAH FP inh	BCLXL inh	GLD-1 RNA inh	PAFAH1B2 inh	MCL1 BIM primary
9	Cn1ccsc1=NC(=O)c1ccc(CS(C)(=O)=O)cc1	-4	2	7	2	-5
10	FC(F)(F)c1cccc(NC(=S)Nc2cccc(NC(=S)Nc3cccc(C(F)(F)F)c3)n2)c1	3	8	5	-11	8
11	Oc1ccccc1CNc1nc2ccccc2n1CCN1CCCCC1	1	6	2	7	5
12	O=C(NCCNC(=O)c1ccco1)c1ccco1	6	1	2	-9	5
13	COc1ccc(C)cc1S(=O)(=O)NCC(c1ccco1)N1CCc2ccccc2C1 (stereo not given)	1	2	4	-3	-6
14	O=C(CSCc1nc2ccccc2[nH]1)N1CCN(c2cccc(Cl)c2)CC1	3	1	-2	17	-2
15	Cc1nn(-c2ccccc2)c(C)c1/C=N/NC(=O)c1ccc(F)cc1	-5	-1	4	2	0
16	O=C(Nc1ccc(Cl)cc1)C1C2C=CC3(O2)C1C(=O)N(CCCN1CCCCC1)C3C(=O)NC1CCCCC1 (stereo not given)	5	3	2	-5	0

no.	Fam108B inh	MEX-5 binding	AHR activator	PME-1 primary
9	2	-3.0	11	-1
10	-20	0.2	66*	-30
11	2	-1.3	13	5
12	2	-1.2	0	0
13	3	1.4	5	1
14	-6	2.5	8	1
15	0	2.0	4	9
16	0	-5.4	-1	-1

# (list continues)
no.	SMILES	pPAFAH FP inh	BCLXL inh	GLD-1 RNA inh	PAFAH1B2 inh	MCL1 BIM primary
17	COc1ccc(Cl)cc1N1C(=NC(=O)C2CCCCC2)SC2CS(=O)(=O)CC21 (stereo not given)	0	1	-3	-2	1
18	CC(C)Oc1ccc(N2CC(C(=O)Nc3ccc4c(c3)OCO4)CC2=O)cc1 (stereo not given)	5	0	5	8	3
19	CCCN(CC(=O)Nc1ccccc1OC)C(=O)CN1C(=O)NC2(CCCCC2)C1=O	0	1	5	4	5
20	Cc1cc(C)nc(NS(=O)(=O)c2ccc(NC(=O)c3cc(=O)c4ccccc4o3)cc2)n1	-1	0	4	3	4
21	CCC(SCC(=O)OC)C(=O)Nc1nnc(C(C)C)s1 (stereo not given)	-5	6	-1	4	12
22	Cc1cc(NC(=O)CS(=O)(=O)c2cn(Cc3cccc(F)c3)c3ccccc23)no1	10	7	4	7	1
23	CCC(=O)Nc1cc(C)c(NC(=O)CCc2ccccc2)cn1	-2	49*	37*	-1	44*
24	Cc1ccc(NC(=S)NNc2ncc(C(F)(F)F)cc2Cl)c(C)c1	0	-1	10	3	3

no.	Fam108B inh	MEX-5 binding	AHR activator	PME-1 primary
17	2	-1.4	1	13
18	3	1.3	0	1
19	x	x	-1	-1
20	-1	-1.8	1	-4
21	-2	2.8	3	-2
22	1	-2.6	-1	-1
23	-5	-26*	0	-4
24	0	1.7	9	0

# Part of the list above in order of length of the SMILES, smallest number first.
no.	SMILES	pPAFAH FP inh	BCLXL inh	GLD-1 RNA inh	PAFAH1B2 inh	MCL1 BIM primary
4	N#Cc1nc(-c2ccco2)oc1NCc1ccco1	0	-1	-8	6	6
11	Oc1ccccc1CNc1nc2ccccc2n1CCN1CCCCC1	1	6	2	7	5
23	CCC(=O)Nc1cc(C)c(NC(=O)CCc2ccccc2)cn1	-2	49*	37*	-1	44*
24	Cc1ccc(NC(=S)NNc2ncc(C(F)(F)F)cc2Cl)c(C)c1	0	-1	10	3	3
15	Cc1nn(-c2ccccc2)c(C)c1/C=N/NC(=O)c1ccc(F)cc1	-5	-1	4	2	0
14	O=C(CSCc1nc2ccccc2[nH]1)N1CCN(c2cccc(Cl)c2)CC1	3	1	-2	17	-2
13	COc1ccc(C)cc1S(=O)(=O)NCC(c1ccco1)N1CCc2ccccc2C1 (stereo not given)	1	2	4	-3	-6
17	COc1ccc(Cl)cc1N1C(=NC(=O)C2CCCCC2)SC2CS(=O)(=O)CC21 (stereo not given)	0	1	-3	-2	1
10	FC(F)(F)c1cccc(NC(=S)Nc2cccc(NC(=S)Nc3cccc(C(F)(F)F)c3)n2)c1	3	8	5	-11	8

no.	Fam108B inh	MEX-5 binding	AHR activator	PME-1 primary
4	-2	0.5	-3	-1
11	2	-1.3	13	5
23	-5	-26*	0	-4
24	0	1.7	9	0
15	0	2.0	4	9
14	-6	2.5	8	1
13	3	1.4	5	1
17	2	-1.4	1	13
10	-20	0.2	66*	-30

# Following part
no.	SMILES	pPAFAH FP inh	BCLXL inh	GLD-1 RNA inh	PAFAH1B2 inh	MCL1 BIM primary
25	N#C/C(=N\Nc1ccc(Cl)cc1)C(=O)c1ccccc1	27*	8	0	4	-4
26	COC(=O)c1cc(S(=O)(=O)N2CCN(c3cccc(C)c3C)CC2)c[nH]1	-8	3	2	2	-3
27	Nc1cc(=O)[nH]c(SCC(=O)Nc2cccc(Cl)c2)n1	-2	1	5	0	0
28	O=C(CCN1C(=O)/C(=C/c2ccccc2)SC1=S)NCCCN1CCOCC1	-1	7	6	-1	12
29	COc1ccc(NS(=O)(=O)c2cc(NC(=O)CC(C)(C)C)ccc2N2CCCC2)cc1	5	6	9	-2	0
30	COc1cc(OC)c2ccc(=O)oc2c1C(CCN1CCCCC1)c1ccc(N(C)C)cc1 (stereo not given)	-7	4	4	-3	-2
31	CCCOc1ccc(/C=N\NC(=O)CCc2n[nH]c(=O)[nH]c2=O)cc1OC	-4	7	6	-5	8
32	CCc1cc(-c2nnc(SCC(=O)NC3CC3)n2C)cs1	-2	3	6	3	-8

no.	Fam108B inh	MEX-5 binding	AHR activator	PME-1 primary
25	0	1.2	39	6
26	0	-1.9	0	-4
27	1	-2.3	0	3
28	3	2.2	2	-5
29	x	x	3	0
30	-1	-4.3	11	-7
31	-2	-2.9	2	-2
32	0	-2.9	6	-9

# The list continues.
no.	SMILES	pPAFAH FP inh	BCLXL inh	GLD-1 RNA inh	PAFAH1B2 inh	MCL1 BIM primary
33	COc1ccc(NS(=O)(=O)c2cccc(C(=O)NCCCn3ccnc3)c2)cc1	23	-1	2	2	3
34	COc1ccc(-c2onc(C)c2C)cc1S(=O)(=O)NCCc1ccco1	5	6	0	2	-5
35	CCc1ccc(NC2=NCC(c3ccccc3)S2)cc1 (stereo not given)	4	1	-5	4	1
36	Brc1ccc(-c2cnc(-c3cccs3)o2)cc1	3	-5	-2	1	-8
37	COc1cc(Cl)ccc1OCc1cc(C(=O)N2CCCC(OC)C2)no1 (stereo not given)	8	1	7	11	0
38	CCC(C)Nc1nc(OCC(F)(F)F)nc(OCC(F)(F)F)n1 (stereo not given)	5	2	3	2	0
39	CCCCCC1CC(/C(C)=N/NC(N)=O)OC1=O (stereo not given)	0	-1	3	0	6
40	Cc1ccc2c(c1)cc(CN(Cc1ccco1)C(=O)COc1ccccc1)c1nnnn12	0	3	-3	2	3

no.	Fam108B inh	MEX-5 binding	AHR activator	PME-1 primary
33	-1	1.6	21	5
34	-6	2.7	7	-2
35	-1	4.6	28	8
36	-1	0.5	66*	0
37	-1	-0.2	13	-1
38	1	-0.5	-1	-1
39	2	2.1	2	-5
40	-4	0.1	1	-1

# Other compounds
no.	SMILES	pPAFAH FP inh	BCLXL inh	GLD-1 RNA inh	PAFAH1B2 inh	MCL1 BIM primary
41	Cc1cc2nc(N3CCN(C(=O)c4cccs4)CC3)sc2cc1C	4	7	4	3	4
42	CCCCCC(=O)NNC(=O)Cc1ccc([N+](=O)[O-])cc1	3	2	7	-6	0
43	COc1ccc(-c2cc(C(=O)Nc3ccc(C)cc3)no2)cc1	-3	5	0	2	5
44	COc1ccc(S(=O)(=O)N2CCCC2)c2ccccc12	-5	-1	6	0	11
45	O=C(NCc1ccncc1)C(=O)NCC(c1ccccc1)c1ccccc1	4	4	3	x	1
46	COc1ccc(C(C(=O)NC2CCCCC2)N(C(=O)c2snc(C(N)=O)c2N)c2ccc(OC)cc2OC)cc1 (stereo not given)	8	1	1	0	10
47	S=c1[nH]nc(Nc2cccc(Cl)c2)s1	-1	6	6	3	-1
48	Cc1cccc2[nH]c3c(N4CCC5(CC4)OCCO5)ncnc3c12	6	3	-2	2	2

no.	Fam108B inh	MEX-5 binding	AHR activator	PME-1 primary
41	-2	0.9	-1	-3
42	-2	-2.2	0	-3
43	-3	0.3	0	0
44	1	-0.9	3	-1
45	1	0.9	6	0
46	-5	0.8	1	0
47	-4	0.8	10	0
48	3	-3.2	35	2

# (cont.)
no.	SMILES	pPAFAH FP inh	BCLXL inh	GLD-1 RNA inh	PAFAH1B2 inh	MCL1 BIM primary
49	N#CC1=C(S)N(c2ccccc2)C(c2ccco2)NC1=O (stereo not given)	4	-5	4	2	-8
50	O=C(CN1C(=O)c2cccnc2Oc2ccc(Cl)cc21)NC1CCCCCC1	8	6	6	4	5
51	CN(CC(=O)O)S(=O)(=O)/C=C/c1ccccc1	-1	1	8	8	2
52	CN(C)NC(=O)c1ccsc1NC(=O)c1ccc(S(=O)(=O)N2CCCC2)cc1	7	3	5	1	4
53	CC(C)(C)c1ccc(-c2nc(N)nc(N)n2)cc1	7	5	1	x	1
54	CSc1nnc(-c2sc3cc(C(F)(F)F)cnc3c2-c2ccccn2)n1C	6	4	0	2	16
55	CCCS(=O)(=O)N1CCN(c2cc3c(cc2[N+](=O)[O-])n(C)c(=O)n3C)CC1	-3	4	-1	0	9
56	Cc1ccc(C)c2[nH]c(=O)c(C(c3nnnn3Cc3ccco3)N3CCc4ccccc4C3)cc12 (stereo not given)	14	25	11	2	20
57	CCCCCCCCCCCCN1C/C(=C\C(=O)OCC)c2cc(C(F)(F)F)ccc2S1(=O)=O	5	4	-2	6	10
58	COC(=O)Cc1nnc(Nc2cccc(C)c2)c2ccccc12	6	6	6	5	-2

no.	Fam108B inh	MEX-5 binding	AHR activator	PME-1 primary
49	-4	1.9	2	-1
50	-2	1.0	0	-3
51	1	-1.1	-2	1
52	-2	x	13	4
53	-1	4.1	13	1
54	-2	-1.0	-2	0
55	1	-2.9	-1	3
56	1	1.1	12	-2
57	-1	5.4	1	5
58	-2	-0.1	61*	5
